Assay outcomes: PubChem, National Center for Advancing Translational Sciences (NCATS)
TRHR enhancer – allosterically enhances the human TRH receptor. P34981. TRHR cells, fluo-8 calcium fluorescence, EC20 TRH enhancement. enhancement, % at 2 µM. actives 0.66% (n = 360,000); in the data active = enhancement above about 30%; also: 0% is about no effect
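TRHR-expressing cells loaded with fluo-8 calcium dye were read kinetically (ex 480/em 530) during compound addition, then stimulated with an EC20 of TRH (10 nM final). Enhancement of the Gq-mediated intracellular calcium response was scored.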
TRHR ag – activates the human TRH receptor. TRHR cells, calcium flux fluo-8, FDSS agonist mode. AID 493084. activation, % at 2 µM. P34981. actives 0.18% (n = 360,000); in the data active = activation above about 30%; also: 0% is about no effect
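Read-out: compound-evoked intracellular calcium rise in TRHR cells, fluo-8 dye, kinetic FDSS fluorescence at 1 s/cycle following a 10-cycle baseline. Cells cultured overnight before dye loading (30 min–1.5 h, RT).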
D1 potentiator – enhances dopamine response at the human D1 receptor | potentiation, % at 10 µM | HEK293 TREx D1 cells, calcium flux, dopamine EC20 potentiation | actives 0.036% (n = 360,000); in the data active = potentiation above about 30%; also: 0% is about no effect
Target sequence (P21728 whole entry, looked up): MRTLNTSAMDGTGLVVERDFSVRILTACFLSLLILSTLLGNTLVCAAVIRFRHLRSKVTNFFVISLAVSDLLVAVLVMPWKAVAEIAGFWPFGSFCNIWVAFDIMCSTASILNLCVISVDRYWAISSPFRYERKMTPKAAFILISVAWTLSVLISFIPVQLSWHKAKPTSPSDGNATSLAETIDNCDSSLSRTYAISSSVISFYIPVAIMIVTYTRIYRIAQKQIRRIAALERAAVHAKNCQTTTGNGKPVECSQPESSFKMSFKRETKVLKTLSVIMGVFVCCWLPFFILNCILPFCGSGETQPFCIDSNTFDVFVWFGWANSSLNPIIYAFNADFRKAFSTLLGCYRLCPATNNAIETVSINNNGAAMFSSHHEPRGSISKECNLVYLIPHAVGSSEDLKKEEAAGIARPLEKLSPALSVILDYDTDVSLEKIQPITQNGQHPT
Apoferritin bind – candidate novel general anesthetic via apoferritin binding; P02791; apoferritin/1-aminoanthracene competitive binding, fluorescence; Potency, µM (doses to about 77.5 µM), for inactives: at the highest dose activity change, negative = displacement, hits mostly inhibitors; actives 0.074% (n = 350,000); also: potency is read from the fitted curve at half-maximal effect; % is scaled to controls: 0 for no effect and ±100 for the full control effect; nearly all actives have a fitted effect of over 20% in size
Target sequence (P02791 2-175 limits assumed): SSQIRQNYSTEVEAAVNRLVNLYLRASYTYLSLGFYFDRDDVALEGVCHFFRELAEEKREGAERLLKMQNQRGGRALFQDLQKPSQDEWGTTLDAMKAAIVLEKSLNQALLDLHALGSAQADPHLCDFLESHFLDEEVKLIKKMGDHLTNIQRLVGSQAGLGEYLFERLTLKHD
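Horse-spleen apoferritin (10 uM) was mixed with 50% saturated 1-aminoanthracene in PBS, exposed to compounds for 10 min at room temperature, and read for fluorescence (ex 380 nm, em 535 nm). Competitive displacement was fitted with a four-parameter Hill equation.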
RXFP1 antag – antagonists of human relaxin receptor RXFP1. Q9HBX9. HEK293-RXFP1, relaxin-stimulated cAMP HTRF, 30 min; hits give low values. activity change, negative = inhibition, % at 57.5 µM. actives 0.59% (n = 350,000);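 active = activity change of -60% or lower, but not beyond a set lower limit; inconclusive = change between -60% and -40%, or beyond the set limit; inactive = change above -40%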; also: % is scaled to controls: 0 for no effect and ±100 for the full control effect
D2 PAM – D2 dopamine receptor (human) potentiation; P14416; HEK293 T-REx D2, calcium flux, EC20 dopamine potentiation; potentiation, % at 10 µM; actives 0.34% (n = 340,000);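 active = potentiation over 3 SD above the plate norm, cut at about 30% in these data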; also: 0% is about no effect
Target sequence (P14416 whole entry, looked up): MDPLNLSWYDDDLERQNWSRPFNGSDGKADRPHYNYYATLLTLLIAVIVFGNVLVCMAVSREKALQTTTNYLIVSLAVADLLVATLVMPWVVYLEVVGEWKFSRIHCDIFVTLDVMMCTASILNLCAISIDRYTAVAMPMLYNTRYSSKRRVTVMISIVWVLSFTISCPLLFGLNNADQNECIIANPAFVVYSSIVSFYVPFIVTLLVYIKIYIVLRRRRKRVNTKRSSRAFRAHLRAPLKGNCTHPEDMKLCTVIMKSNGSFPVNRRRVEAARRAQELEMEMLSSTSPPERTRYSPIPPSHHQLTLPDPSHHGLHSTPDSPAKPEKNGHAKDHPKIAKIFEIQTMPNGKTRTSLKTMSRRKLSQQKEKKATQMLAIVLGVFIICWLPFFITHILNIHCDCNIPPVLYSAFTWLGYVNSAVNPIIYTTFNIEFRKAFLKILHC
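Primary screen. Calcium kinetics in induced HEK293 T-REx D2 cells: compound pre-addition 180 s, EC20 dopamine, 180 s more.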
D1 agonist – activates the human D1 dopamine receptor. HEK293 T-REx D1 cells, calcium flux, agonist mode. activation, % at 2 µM. actives 1% (n = 360,000); in the data active = activation above about 30%; also: 0% is about no effect
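Inducible HEK293 T-REx D1 cells, force-coupled to calcium signalling, were plated at 4000 cells/well with tetracycline and held overnight at 30 C. After no-wash calcium dye loading, compound-evoked calcium rise over 180 s flagged agonists.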
D1 antag – blocks dopamine activation of the human D1 receptor; P21728; HEK293 TREx D1 cells, calcium flux, dopamine EC80; hits give low values; activity change, negative = inhibition, % at 10 µM; actives 3.2% (n = 360,000); in the data active = activity change below about -30%; also: % is scaled to controls: 0 for no effect and ±100 for the full control effect
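Kinetic fluorescence of a calcium dye serves as the read-out. D1-expressing Hek293 Trex cells, induced overnight at 30 C, are exposed to compound for 180 s before an EC80 dopamine addition, then read 180 s further.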
RXFP1 ag – activates the human relaxin receptor RXFP1. actives 0.3% (n = 370,000). AID 2676. Potency, µM (highest dose often 57.5 µM), without a hit: at the highest dose activation, usual class: activators. HEK293T-RXFP1 cAMP TR-FRET, 30 min; response scale: percent of porcine relaxin response, buffer zero; also: potency is read from the fitted curve at half-maximal effect; % is scaled to controls: 0 for no effect and ±100 for the full control effect; nearly all actives have a fitted effect of over 60% in size; many of its hits are not listed in these tables
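HEK293T cells stably expressing RXFP1 were pretreated with the PDE4 inhibitor Ro 20174, exposed to compounds for 30 min at 37C, lysed, and cAMP was read by TR-FRET. Data normalized to buffer (basal) and 29 nM porcine relaxin (100%).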
Starred values were filed as active, the others as inactive; ? = inconclusive; . = not tested or not shown; & = joins results of further samples; ! = not active in a repeat; [ ] = another dose, or the depositor's remark. Unless noted, calls follow the shape of the dose curve; as a rule, active = well fitted curve in the direction sought with a large enough effect; inconclusive = small, poorly fitted or top-dose-only effect, or another doubt; inactive = no such curve, though single readings can be large; an effect the other way counts as inactive or inconclusive. Not all compounds are listed; count on the stated rates, not on these rows.

| Compound | TRHR enhancer | TRHR ag | D1 potentiator | Apoferritin bind | RXFP1 antag | D2 PAM | D1 agonist | D1 antag | RXFP1 ag |
| --- | --- | --- | --- | --- | --- | --- | --- | --- | --- |
| O=C(COc1ccccc1F)OCc1cc(=O)n2nc(C3CC3)sc2n1 | 25 | 0.2 | -6 | ? | . | -16 | 1 | 14 | 1.0% |
| COc1ccc2occ(NC(C)=O)c2c1 | -4 | 0.0 | -1 | -6% | -3 | -4 | 3 | 1 | 3.7% |
| COc1ccc(-c2cc(C(F)(F)F)nc(SCC(=O)NCCN3CCOCC3)n2)cc1OC | 6 | -0.7 | 4 | -1% | -12 | . | -3 | 13 | 1.9% |
| COc1ccccc1-c1cc(N)n(S(=O)(=O)c2cccc3nsnc23)n1 | -1 | -0.9 | -8 | -19% | -10 | 1 | -1 | -9 | -1.2% |
| CC1CCN(C(=O)CSc2nnc(-c3ccccc3)o2)CC1 | 0 | -0.2 | 4 | -16% | 3 | -2 | 0 | -4 | ? |
| CCOC(=O)C1(Cc2ccccc2C)CCCN(C(=O)CN2CCCCC2=O)C1 (centres undefined) | 4 | 0.2 | 0 | -6% | 9 | -6 | 4 | 20 | 0.0% |
| CCOc1ccc(/C=C/c2nc(C#N)c(N(C)C)o2)cc1 | -9 | -2.1 | 0 | 33%[activator] | -10 | 0 | 2 | 1 | 6.4% |
| Cc1ccc(Nc2c(-c3ccco3)nc3nc(C)cc(C)n23)cc1 | -10 | -0.2 | 2 | -5% | -23 | 9 | 0 | 24 | 8.2% |
| CCCCNC(=S)NNC(=O)c1csc(C)c1CC | -2 | -0.1 | 3 | -11% | -1 | -3 | 0 | -2 | -0.4% |
| COC(=O)c1cc(-c2ccc(Cl)cc2Cl)n[nH]1 | 3 | 1.4 | 0 | ? | -30 | 0 | 2 | -4 | 0.8% |
| COc1cc(NC(=O)CSc2nc3ccccc3c(=O)n2C)ccc1NC(=O)c1ccco1 | -6 | 0.2 | -4 | -11% | 4 | 3 | 0 | -9 | 0.5% |
| O=C(Nc1nc(-c2ccccc2)nc2ccccc12)c1ccc(F)cc1 | -5 | 0.6 | -7 | 0% | 9 | 4 | 2 | -58* | 28% |
| CSc1ccc(/C=N/N2CCN(c3ccccc3)CC2)cc1 | -5 | 0.3 | 1 | -2% | -6 | -11 | 2 | -2 | 1.6% |
| Oc1c(C(c2ccco2)N2CCN(C(c3ccccc3)c3ccccc3)CC2)sc2ncnn12 (centres undefined) | 16 | 0.1 | -4 | ? | -9 | -4 | 2 | 5 | 1.0% |
| O=C(CN(Cc1ccccc1)S(=O)(=O)c1ccccc1)N1CCOCC1 | -3 | 0.5 | -7 | -12% | -3 | -7 | 2 | -14 | 0.0% |
| CSc1cccc(NC(=O)Cn2nnc(C(=O)NCCc3ccccc3)c2N)c1 | 6 | -0.2 | -3 | -7% | -10 | -8 | 2 | 11 | 2.4% |
| COC(=O)c1[nH]c2cccc(Cl)c2c1NC(=O)CN1CCCCC1C (centres undefined) | 3 | -1.9 | -2 | ? | -15 | 3 | 5 | -17 | 2.5% |
| COc1ccc2nc(NC(=O)c3cc(C)oc3C)sc2c1 | -6 | 0.6 | -1 | 0% | -16 | -9 | -2 | 7 | 2.0% |
| N#CCCN(C(=O)COC(=O)C1CCN(S(=O)(=O)c2cccs2)CC1)c1ccccc1 | 0 | 0.9 | -3 | -4% | -10 | 4 | 1 | 10 | 0.6% |
| O=C(NCC1CCCO1)C(=O)c1c[nH]c2ccccc12 (centres undefined) | 7 | 0.3 | 2 | -5% | 1 | 14 | 0 | 18 | 0.3% |

The closing 2 records of the section above are carried over, then new ones follow:
| Compound | TRHR enhancer | TRHR ag | D1 potentiator | Apoferritin bind | RXFP1 antag | D2 PAM | D1 agonist | D1 antag | RXFP1 ag |
| --- | --- | --- | --- | --- | --- | --- | --- | --- | --- |
| N#CCCN(C(=O)COC(=O)C1CCN(S(=O)(=O)c2cccs2)CC1)c1ccccc1 | 0 | 0.9 | -3 | -4% | -10 | 4 | 1 | 10 | 0.6% |
| O=C(NCC1CCCO1)C(=O)c1c[nH]c2ccccc12 (centres undefined) | 7 | 0.3 | 2 | -5% | 1 | 14 | 0 | 18 | 0.3% |
| CC(Cc1ccccc1)NC(=O)/C=C/c1ccc([N+](=O)[O-])cc1 (centres undefined) | -3 | -0.5 | -3 | -14% | -7 | -11 | 4 | -8 | 2.5% |
| O=[N+]([O-])c1ccc(OCCO)nc1 | 3 | 0.6 | -2 | 3% | 10 | 5 | 2 | 2 | 2.8% |
| CCOc1ccccc1CNC(=O)c1ccc2c(c1)nc1n2CCCCC1 | -3 | -0.8 | 3 | ? | -11 | 7 | -1 | -12 | 2.6% |
| CCOC(=O)C1CCCN(S(=O)(=O)c2ccc(Cl)nc2)C1 (centres undefined) | 14 | 0.0 | -4 | . | 7 | 0 | 1 | 5 | -0.2% |
| COC(=O)c1oc2nc(C)cc(C)c2c1N | -1 | 0.2 | 0 | 1% | 3 | 4 | 2 | -5 | 3.6% |
| CC(C)CCNC(=O)NC(=O)COC(=O)c1cc(S(=O)(=O)N2CCOCC2)ccc1N1CCCCC1 | -6 | -1.4 | 2 | -17% | 7 | 24 | 2 | . | 0.3% |
| CC(C)CCNC(=O)c1cc(-c2ccco2)nc2ccccc12 | -4 | -0.6 | 4 | 83%[activator] | 8 | 5 | -4 | -17 | 3.4% |
| COc1ccccc1-c1nnc(SCC(=O)c2ccc(F)cc2)n1-c1ccccc1 | -4 | -2.0 | -2 | ? | . | -1 | 3 | -2 | 3.8% |
| C=Cn1cc[n+](CC(=O)c2ccc(Cl)cc2)c1 | 5 | 0.0 | -1 | 2% | 5 | 2 | 0 | 3 | -0.7% |
| CCCCNC(=S)NC(=O)c1ccc([N+](=O)[O-])cc1 | 2 | 0.0 | -6 | -23% | -2 | 0 | 3 | -46* | 0.9% |
| Cc1ccc(CCNC(=O)C2=CCN(S(=O)(=O)c3ccccc3)CC2)cc1 | -1 | -0.9 | 1 | -11% | 23 | -7 | 1 | -11 | 2.1% |
| COc1ccc(S(=O)(=O)N2CCCN(CC(=O)Nc3ccc(NC(C)=O)cc3)CC2)cc1 | 14&1 | -0.4&0.0 | 0&1 | -13%&1% | 5&0 | 9&15 | 1&0 | 17&1 | 1.9%&1.1% |
| COc1cc2c(cc1OC)CN(C(=O)/C=C/c1cc(OC)c(OC)c(OC)c1)CC2 | 21 | -0.3 | 20 | 1% | -17 | 2 | 0 | 3 | -0.8% |
| O=C(CCc1ccccn1)N1CCCC(CNS(=O)(=O)c2cccs2)C1 (centres undefined) | -9 | 0.4 | -8 | -5% | -5 | 7 | 1 | -7 | 0.8% |
| COc1ccc(C2CCCCCN2Cc2nc3ccccc3c(=O)n2CC(N)=O)cc1 (centres undefined) | 4 | 0.5 | -6 | -5% | 1 | -4 | 2 | 3 | 2.5% |
| Cc1cc(C)n(-c2ccc(C(=O)OC(C)C(=O)Nc3ccc(C(N)=O)cc3)cc2)n1 (centres undefined) | 3 | 0.1 | -4 | . | 3 | -7 | 4 | -31* | 1.8% |
| O=C(COc1ccc(Br)cc1Br)NNC(=O)c1cccs1 | 2 | -0.4 | -2 | -13% | 1 | 17 | -1 | -8 | -0.3% |
| CCOC(=O)CSc1nnc(NC(=O)c2cccc([N+](=O)[O-])c2)s1 | 8 | 0.2 | 4 | -8% | -10 | 0 | 6 | 8 | 0.0% |
| CCCCCCC(=O)Nc1nc(C)c(-c2csc(Nc3ccccc3OC)n2)s1 | 12 | 0.4 | -3 | ? | . | -10 | 8 | 15 | -0.1% |
| CC(C)CN(Cc1cc(=O)oc2cc3c(cc12)CCCC3)CC(C)C | -4 | 3.8 | -1 | 2% | 3 | -7 | 2 | 1 | 2.2% |
| CCCc1nc2ccccc2c(C(=O)OCC(=O)NCc2ccc3c(c2)OCO3)c1CC | -1 | -0.3 | 1 | -11% | -1 | . | 3 | 11 | -1.3% |
| CCCCN(C)CCCNC(=O)c1cc(-c2cccnc2)nc2ccccc12 | 10&2 | -0.3&0.6 | 3&-3 | -6%&0% | -4&-9 | -1&-16 | 2&1 | -59*! | 1.7%&3.0% |
| Cc1c(C(=O)c2ccc(F)cc2F)c2ccccn2c1CCC#N | -3 | -0.7 | . | -8% | -5 | 3 | 20 | -2 | 2.2% |
| CC(C)(C)c1cc(-c2ccccc2)n[nH]1 | -3 | 0.2 | -2 | -17% | -2 | -6 | 2 | 4 | 0.0% |
| CCOc1ccc(N(CC(=O)NCc2ccc(Cl)cc2)S(=O)(=O)c2c(C)noc2C)cc1 | -3&-6 | 0.2&-0.4 | 1&1 | 0%&-7% | 0 | -4&9 | 1&1 | 17&-5 | 0.2%&3.7% |
| COc1ccccc1N(C)S(=O)(=O)c1ccc(C(=O)NC(C)(C)C)cc1 | -3 | 0.9 | -2 | -15% | 4 | 10 | 4 | -7 | 1.6% |
| COc1cccc(NC(=O)Cn2cnc3c(oc4nc5c(cc43)CCCC5)c2=O)c1 | 20 | 1.5 | 1 | -9% | -6 | -4 | 1 | -9 | 17% |
| CCOc1cccc(NC(=O)Cn2nc(-c3ccc4c(c3)OCCO4)ccc2=O)c1 | 0 | -0.4 | 3 | ? | 9 | -6 | 2 | 5 | -0.6% |
| Fc1cccc(Cl)c1/C=N/n1c(-c2cccnc2)n[nH]c1=S | 2 | 0.4 | 2 | -6% | -7 | . | 3 | -6 | 1.9% |
| COc1cc(OC)cc(C(=O)OCC(=O)Nc2sccc2C(N)=O)c1 | -9 | -0.8 | 9 | -23% | -2 | 0 | 4 | 28 | 0.8% |
| Cc1ccc(C2c3c(C)nn(-c4ccc([N+](=O)[O-])cc4)c3N=C3C(=O)Nc4ccccc4N32)cc1 (centres undefined) | 7 | 0.3 | 1 | -8% | . | -6 | 6 | 7 | 0.1% |
| O=C(Nc1nc(-c2ccccn2)cs1)C1CC1 | 3 | 0.4 | 1 | -7% | . | 3 | 2 | 21 | -0.4% |
| CS(=O)(=O)N(Cc1ccc(C(=O)NC2CCCC2)cc1)c1ccccc1 | -7 | 0.2 | 1 | -1% | -1 | -10 | 2 | -6 | 2.9% |
| COc1ccccc1N1N=C(c2ccc([N+](=O)[O-])cc2)CC1c1ccccc1 (centres undefined) | 2 | 24 | -4 | -9% | -16 | 3 | 63* | -6 | -0.3% |
| Cc1ccc2c(c1)c1c3n2CCN(CC(O)CNC(C)C)C3CCC1 (centres undefined) | -3 | 2.1 | -4 | 65%[activator] | -4 | 0 | 6 | 6 | -0.2% |
| CCOC(=O)c1ccc(C(=O)NNC(=O)C2C3C=CC(C3)C2C(=O)O)cc1 (centres undefined) | -7 | 0.6 | -4 | -4% | -1 | -6 | 6 | -2 | -1.5% |
